Apoferritin bind – candidate novel general anesthetic via apoferritin binding; P02791; apoferritin/1-aminoanthracene competitive binding, fluorescence; Potency, µM (doses to about 77.5 µM), for the others: top-dose activity change, negative = displacement, actives largely listed as inhibitors; 0.074% of 350,000 active; note: potency is the fitted concentration of half-maximal effect; % is set by controls: 0 for no effect and ±100 for the full control effect; nearly all actives have a fitted effect of over 20% in size
Target sequence (P02791 2-175 limits assumed): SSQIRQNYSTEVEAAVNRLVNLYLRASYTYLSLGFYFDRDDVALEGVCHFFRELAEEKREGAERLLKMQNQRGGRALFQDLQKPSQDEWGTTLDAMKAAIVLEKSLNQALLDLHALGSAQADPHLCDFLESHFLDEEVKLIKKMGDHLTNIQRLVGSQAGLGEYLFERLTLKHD
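Horse-spleen apoferritin (10 uM) in 50% saturated 1-aminoanthracene in PBS was incubated 10 min at room temperature with compound. Fluorescence (ex 380, em 535 nm) was normalized to free and bound 1-AMA, with concentration-response fitted by a four-parameter Hill equation.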
Pol eta inh – DNA polymerase eta (human) inhibition. recombinant Pol eta, fluorescent DNA replication assay. 1.2% of 390,000 active. Potency, µM (top dose mostly 114 µM), for inactives: at the highest dose activity change, negative = inhibition, hits mostly inhibitors; note: potency is the fitted concentration of half-maximal effect; % is set by controls: 0 for no effect and ±100 for the full control effect
Target sequence (Q9Y253 whole entry, looked up): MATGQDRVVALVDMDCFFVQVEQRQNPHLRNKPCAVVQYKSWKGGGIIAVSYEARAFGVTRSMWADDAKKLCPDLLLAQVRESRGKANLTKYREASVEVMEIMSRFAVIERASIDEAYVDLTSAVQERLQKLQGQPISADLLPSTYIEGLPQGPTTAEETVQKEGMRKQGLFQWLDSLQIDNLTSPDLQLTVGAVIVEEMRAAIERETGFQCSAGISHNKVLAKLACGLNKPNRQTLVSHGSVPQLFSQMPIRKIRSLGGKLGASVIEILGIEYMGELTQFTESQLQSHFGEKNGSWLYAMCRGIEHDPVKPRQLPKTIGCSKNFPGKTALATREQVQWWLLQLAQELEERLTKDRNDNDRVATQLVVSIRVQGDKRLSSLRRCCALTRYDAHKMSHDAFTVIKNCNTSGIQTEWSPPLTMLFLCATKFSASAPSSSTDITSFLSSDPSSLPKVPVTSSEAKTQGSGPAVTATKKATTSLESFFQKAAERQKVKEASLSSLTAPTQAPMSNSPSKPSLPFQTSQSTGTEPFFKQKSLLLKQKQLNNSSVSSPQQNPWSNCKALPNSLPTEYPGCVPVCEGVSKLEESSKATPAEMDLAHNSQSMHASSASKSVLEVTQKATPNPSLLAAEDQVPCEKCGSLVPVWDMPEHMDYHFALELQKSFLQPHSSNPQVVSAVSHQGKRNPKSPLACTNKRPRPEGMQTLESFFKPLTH
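Pol eta (10 nM) was preincubated with compounds for 15 min at room temperature, after which fluorescent replication substrate (50 nM final) was added to start the reaction. Fluorescence was read kinetically at 0 and 10 min.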
Pol beta inh – DNA polymerase beta (human) inhibition | 1.3% of 340,000 active | P06746 | Pol beta primer extension/strand displacement, fluorescence kinetic | Potency, µM (highest dose often 114 µM), for the others: at the highest dose activity change, negative = inhibition, actives largely listed as inhibitors; note: potency is the fitted concentration of half-maximal effect; % is set by controls: 0 for no effect and ±100 for the full control effect
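Curves were derived by four-parameter Hill fits of normalized qHTS data. The kinetic fluorescent primer-extension read was taken at 0 and 10 min after 50 nM substrate, following a 15 min room-temperature preincubation of 10 nM enzyme with compounds.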
Pol kappa inh – inhibitors of human DNA polymerase kappa; Q9UBT6; purified Pol kappa, fluorescent DNA synthesis assay, 10 min; Potency, µM (highest dose often 107 µM), for the others: top-dose activity, negative = inhibition, hits mostly inhibitors; 0.53% of 400,000 active; AID 588579; note: potency is the fitted concentration of half-maximal effect; % is set by controls: 0 for no effect and ±100 for the full control effect
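Readout: fluorescence, taken kinetically at 0 and 10 min. Conditions: 10 nM Pol kappa, 15 min RT compound preincubation, 50 nM substrate final. Controls: enzyme-free buffer wells.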
RXFP1 antagonist – blocks the human relaxin receptor RXFP1. 0.59% of 350,000 active. Q9HBX9. HEK293-RXFP1, relaxin-stimulated cAMP HTRF, 30 min; stronger effect = lower value. AID 1259400. activity change, negative = inhibition, % at 57.5 µM;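 active = activity change of -60% or lower, but not beyond a set lower limit; inconclusive = change between -60% and -40%, or beyond the set limit; inactive = change above -40%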; note: % is set by controls: 0 for no effect and ±100 for the full control effect
PGK inhibitor – blocks T. brucei phosphoglycerate kinase; 0.043% of 380,000 active; Potency, µM (titrated, usually from 57.5 µM), without a hit: at the highest dose activity change, negative = inhibition, usual class: inhibitors; P07378; PGK/GAPDH coupled, Kinase-Glo luminescence, 60 min; note: potency is the fitted concentration of half-maximal effect; % is set by controls: 0 for no effect and ±100 for the full control effect; nearly all actives have a fitted effect of over 60% in size
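Recombinant glycosomal PGK reaction used 1,3-bisphosphoglycerate generated in-well by GAPDH (100nM final) in 100mM TEA pH 7.6, 5mM MgCl2, 0.01% Tween-20. After 60 minutes at room temperature, ATP was read by Kinase-Glo Plus luminescence end-point.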
BLM helicase inh – blocks DNA unwinding by human BLM helicase. 0.2% of 350,000 active. Potency, µM (titrated, usually from 56.1 µM), for the others: at the highest dose activity change, negative = inhibition, hits mostly inhibitors. recombinant BLM DNA unwinding, fluorescence dequenching. P54132;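 note: potency is the fitted concentration of half-maximal effect; plate controls were vehicle for no effect and no enzyme for full effect; nearly all actives have a fitted effect of over 35% in size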
Pol iota inh – DNA polymerase iota (human) inhibition | Pol iota fluorescent replication assay, 10 min | 1% of 390,000 active | AID 588590 | Q9UNA4 | Potency, µM (top dose mostly 115 µM), without a hit: at the top dose activity, negative = inhibition, most hits filed as inhibitors; note: potency is the fitted concentration of half-maximal effect
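Fluorescent replication assay read twice, at 0 min and 10 min after adding 50 nM (final) substrate. Enzyme (10 nM) and compounds were first incubated 15 min at room temperature; enzyme-free buffer wells were negative controls.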
APEX1 inh – inhibitors of human APE1 endonuclease; Potency, µM (series often up to 65.8 µM), inactives show at the top dose activity change, negative = inhibition, most hits filed as inhibitors; AID 2517; 0.35% of 350,000 active; recombinant APE1, TAMRA/BHQ-2 abasic DNA cleavage fluorescence;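 note: potency is the fitted concentration of half-maximal effect; plate controls were vehicle for no effect and reference inhibitor for full effect; nearly all actives have a fitted effect of over 55% in size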
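Measures dequenching upon AP-site incision of a 5'-TAMRA/3'-BHQ-2 THF-containing duplex, 50 nM; human APE1 0.75 nM after 15 min room-temperature exposure to compound; kinetic three-point read at one-minute spacing.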
* = called active by the depositor; & = joins results of further samples; [ ] = dose if it differs, or a comment. Unless noted, calls come from the whole dose curve; as a rule, active = well fitted curve in the direction sought with a large enough effect; inconclusive = small, poorly fitted or top-dose-only effect, or another doubt; inactive = no such curve, though single readings can be large; an effect the other way counts as inactive or inconclusive. A portion of the library; the hit share may differ from the screen's.

The opening 2 entries, to show the layout:
Results for Cc1cc(N2Cc3ccccc3C2)ccc1C=O ?
Apoferritin bind: -22%; Pol eta inh: -16%; Pol beta inh: -22%; Pol kappa inh: -3%; RXFP1 antagonist: -3; PGK inhibitor: -3%; BLM helicase inh: -3%; Pol iota inh: 10%; APEX1 inh: 16%

How did Cc1ccc(NC(=O)CCC(=O)NNS(=O)(=O)c2ccccc2)cc1C do in these assays?
Apoferritin bind: -10%; Pol eta inh: -7%; Pol beta inh: -1%; Pol kappa inh: -3%; RXFP1 antagonist: -1; PGK inhibitor: 2%; BLM helicase inh: -1%; Pol iota inh: 18%; APEX1 inh: -4%

All compounds of this part (from the top)
Results for Cc1cc(N2Cc3ccccc3C2)ccc1C=O ?
Apoferritin bind: -22%; Pol eta inh: -16%; Pol beta inh: -22%; Pol kappa inh: -3%; RXFP1 antagonist: -3; PGK inhibitor: -3%; BLM helicase inh: -3%; Pol iota inh: 10%; APEX1 inh: 16%

How did Cc1ccc(NC(=O)CCC(=O)NNS(=O)(=O)c2ccccc2)cc1C do in these assays?
Apoferritin bind: -10%; Pol eta inh: -7%; Pol beta inh: -1%; Pol kappa inh: -3%; RXFP1 antagonist: -1; PGK inhibitor: 2%; BLM helicase inh: -1%; Pol iota inh: 18%; APEX1 inh: -4%

Results for CCCOc1ccc(/C(O)=C2\C(=O)C(=O)N(CCCOC)C23C(=O)N(C)c2ccccc23)cc1 (stereo not given) ?
Apoferritin bind: -17%; Pol eta inh: -15%; Pol beta inh: 2%; Pol kappa inh: -5%; RXFP1 antagonist: 28; PGK inhibitor: -7%; BLM helicase inh: 3%; Pol iota inh: 11%; APEX1 inh: 4%

How did CCOC(=O)c1[nH]c2c(c1-c1ccccc1)C(=O)CC(c1ccc(OCC)cc1)C2 (stereo not given) do in these assays?
Apoferritin bind: -3%; Pol eta inh: -4%; Pol beta inh: -12%; Pol kappa inh: -13%; PGK inhibitor: 7%; BLM helicase inh: 0%; Pol iota inh: -14%; APEX1 inh: inconclusive

Results for CN(CCO)Cc1csc2ccc(Br)cc12 ?
Apoferritin bind: -20%; Pol eta inh: -16%; Pol beta inh: -1%; Pol kappa inh: -6%; RXFP1 antagonist: -2; PGK inhibitor: inactive; BLM helicase inh: -1%; Pol iota inh: 11%; APEX1 inh: 7%

How did CCOc1ccccc1N(CC(=O)Nc1ccccc1)S(=O)(=O)c1ccccc1 do in these assays?
Apoferritin bind: 55%[activator]; Pol eta inh: 5%; Pol beta inh: 43%; Pol kappa inh: 3%; RXFP1 antagonist: -5; PGK inhibitor: -6%; BLM helicase inh: -5%; Pol iota inh: -5%; APEX1 inh: -18%

What do the screens show for `COc1ccc(C(=O)O)c(OC)n1`?
Apoferritin bind: -2%; Pol eta inh: 11%; Pol beta inh: inconclusive; Pol kappa inh: 3%; RXFP1 antagonist: 7; PGK inhibitor: -5%; BLM helicase inh: 0%; Pol iota inh: -5%; APEX1 inh: 1%

What do the screens show for `Cc1cccc(C)c1NC(=O)NC1(C(=O)NCCCN2CCOCC2)CCCCC1`?
Apoferritin bind: -8%; Pol eta inh: 0%; Pol beta inh: -2%; Pol kappa inh: -5%; RXFP1 antagonist: -13; PGK inhibitor: 2%; BLM helicase inh: 3%; Pol iota inh: -5%; APEX1 inh: 0%

Results for O=C(O)Cc1ccc(NS(=O)(=O)c2ccc3ccccc3c2)cc1 ?
Apoferritin bind: 4%; Pol eta inh: 4%; Pol beta inh: -23%; Pol kappa inh: -11%; RXFP1 antagonist: -3; PGK inhibitor: 4%; BLM helicase inh: -1%; Pol iota inh: -8%; APEX1 inh: 17%

Results for COc1ccc(OC)c(/C=N/n2c(COc3ccccc3)n[nH]c2=S)c1 ?
Apoferritin bind: 67%[activator]; Pol eta inh: 6%; Pol beta inh: -20%; Pol kappa inh: -24%[60.1 µM]; RXFP1 antagonist: -2; PGK inhibitor: -2%; BLM helicase inh: 0%; Pol iota inh: 5%; APEX1 inh: -10%

What do the screens show for `COc1ccc(NC(=O)c2sc3nc(C)c(C(=O)Nc4ccc(C)cc4C)c(-c4ccc(Cl)cc4)c3c2N)cc1`?
Apoferritin bind: 5%; Pol eta inh: -14%; Pol beta inh: 46%; Pol kappa inh: -9%; RXFP1 antagonist: -3; PGK inhibitor: 5%; BLM helicase inh: -13%; Pol iota inh: 7%

What do the screens show for `COc1ccc(S(=O)(=O)N2CCOCC2)cc1NC(=O)Cc1ccc(Cl)c(Cl)c1`?
Apoferritin bind: -10%; Pol eta inh: -25%; Pol beta inh: 16%; Pol kappa inh: -5%; RXFP1 antagonist: 13; PGK inhibitor: -9%; BLM helicase inh: -1%; Pol iota inh: 13%; APEX1 inh: 8%

What do the screens show for `CC1(C)c2[nH]c3ccccc3c2C[C@H]2C(=O)N(CCCCCO)CC(=O)N21`?
Apoferritin bind: 3%; Pol eta inh: -11%; Pol beta inh: inconclusive; Pol kappa inh: -15%; RXFP1 antagonist: -3; PGK inhibitor: 3%; BLM helicase inh: -6%; Pol iota inh: -11%; APEX1 inh: 15%

How did COc1ccc(C)cc1S(=O)(=O)N(CC(=O)N1CCCC1)c1ccccc1 do in these assays?
Apoferritin bind: -4%; Pol eta inh: -20%; Pol beta inh: 4%; Pol kappa inh: -10%; RXFP1 antagonist: 19; PGK inhibitor: -4%; BLM helicase inh: -1%; Pol iota inh: 23%; APEX1 inh: -4%

How did O=C(NC1CSC/C1=N\O)c1ccccc1 (stereo not given) do in these assays?
Apoferritin bind: -8%; Pol eta inh: -16%; Pol beta inh: 36%; Pol kappa inh: -4%; RXFP1 antagonist: -2; PGK inhibitor: 5%; BLM helicase inh: 0%; Pol iota inh: 18%; APEX1 inh: -3%

Results for O=C(N[C@H]1CCC(=O)N(CCSc2ccc(Br)cc2)CC1)OCc1ccccc1 ?
Pol eta inh: -14%; Pol kappa inh: -6%&-25%; PGK inhibitor: inactive; Pol iota inh: inconclusive; APEX1 inh: 6%

How did CCOC(=O)c1c(-c2cccs2)csc1NC(=O)CSc1ncn[nH]1 do in these assays?
Apoferritin bind: -13%; Pol eta inh: -6%; Pol beta inh: -11%; Pol kappa inh: -4%; RXFP1 antagonist: -28; PGK inhibitor: -1%; BLM helicase inh: -8%; Pol iota inh: -3%; APEX1 inh: -6%

What do the screens show for `CCCCCCCC(=O)NN=C1CCN(Cc2ccccc2)CC1`?
Apoferritin bind: -19%; Pol eta inh: -4%; Pol beta inh: -19%; Pol kappa inh: 3%; RXFP1 antagonist: -5; PGK inhibitor: -4%; BLM helicase inh: 4%; Pol iota inh: 110%[activator]; APEX1 inh: 2%

Results for CN(Cc1ccccc1O)CC1CCCN(CCc2ccc(Cl)cc2)C1 (stereo not given) ?
Apoferritin bind: -8%; Pol eta inh: -8%; Pol beta inh: 8%; Pol kappa inh: -4%; RXFP1 antagonist: -1; PGK inhibitor: -5%; BLM helicase inh: -10%; Pol iota inh: 11%; APEX1 inh: -1%

How did Cc1cc(C(=O)OCC(=O)NCCc2ccccc2)c(C)o1 do in these assays?
Apoferritin bind: -15%; Pol eta inh: 5%; Pol beta inh: -1%; Pol kappa inh: -15%; RXFP1 antagonist: -7; PGK inhibitor: -3%; BLM helicase inh: 0%; Pol iota inh: 8%; APEX1 inh: 4%

How did O=C(c1cc(-c2ccc3c(c2)OCO3)on1)N1CCOCC1 do in these assays?
Apoferritin bind: -3%; Pol eta inh: -2%; Pol beta inh: 5%; Pol kappa inh: -4%; RXFP1 antagonist: -1; PGK inhibitor: -14%; BLM helicase inh: -1%; Pol iota inh: 4%; APEX1 inh: 1%

Results for C=CCn1c(C)cc(C(=O)COC(=O)C2CC(=O)N(CCc3ccc(OC)c(OC)c3)C2)c1C (stereo not given) ?
Pol eta inh: -15%; Pol kappa inh: -2%; RXFP1 antagonist: -4; PGK inhibitor: -8%; Pol iota inh: -6%; APEX1 inh: 1%

Results for CC(=O)c1c(O)cc(=O)n(-c2ccccc2)c1-c1cccc2ccccc12 ?
Apoferritin bind: -14%; Pol eta inh: -6%; Pol beta inh: 80%; Pol kappa inh: -7%; RXFP1 antagonist: -4; PGK inhibitor: 12%; BLM helicase inh: -6%; Pol iota inh: -23%; APEX1 inh: 1%

Results for CC(=O)Nc1ccc(S(=O)(=O)NC2(C(F)(F)F)NC(=O)N(C3CCCCC3)C2=O)cc1 (stereo not given) ?
Apoferritin bind: -4%; Pol eta inh: 6%; Pol beta inh: 9%; Pol kappa inh: -10%; RXFP1 antagonist: 10; PGK inhibitor: -3%; BLM helicase inh: -2%; Pol iota inh: 1%; APEX1 inh: 28%

What do the screens show for `Cc1c(Cl)cccc1-c1ccc(C(=O)N2CCN(c3ccc([N+](=O)[O-])cc3)CC2)o1`?
Apoferritin bind: -15%; Pol eta inh: -11%; Pol beta inh: 0%; Pol kappa inh: 7%; RXFP1 antagonist: -11; PGK inhibitor: -10%; BLM helicase inh: -4%; Pol iota inh: 7%; APEX1 inh: 0%

What do the screens show for `CC(=O)OC(C(=O)NC1CCCCC1)c1ccc(C)cc1` (stereo not given)?
Apoferritin bind: -10%; Pol eta inh: 1%; Pol beta inh: 0%; Pol kappa inh: -1%; RXFP1 antagonist: -8; PGK inhibitor: 9%; BLM helicase inh: -4%; Pol iota inh: 5%; APEX1 inh: 8%

What do the screens show for `COc1ccc(C(c2nnnn2Cc2ccccc2)N2CCN(c3nc4ccccc4s3)CC2)cc1OC` (stereo not given)?
Apoferritin bind: 45%[activator]; Pol eta inh: -2%; Pol beta inh: -12%; Pol kappa inh: -26%; RXFP1 antagonist: 10; PGK inhibitor: -1%; BLM helicase inh: -6%; Pol iota inh: -5%; APEX1 inh: 20%

How did CC(CC(=O)Nc1cccc(Cl)c1)c1ccccc1 (stereo not given) do in these assays?
Apoferritin bind: inconclusive; Pol eta inh: -20%; Pol beta inh: 4%; Pol kappa inh: -20%; RXFP1 antagonist: inconclusive; PGK inhibitor: 1%; BLM helicase inh: -5%; Pol iota inh: -5%; APEX1 inh: 0%
